# Mtb UGM inh – blocks M. tuberculosis UGM enzyme | purified UGM, fluorescence polarization probe displacement | inhibition, % at 10 µM | actives 0.06% (n = 320,000) | AID 504406; in the data active = inhibition above about 10%, passing the limit was not always enough
# Target sequence (P9WIQ1 whole entry, looked up): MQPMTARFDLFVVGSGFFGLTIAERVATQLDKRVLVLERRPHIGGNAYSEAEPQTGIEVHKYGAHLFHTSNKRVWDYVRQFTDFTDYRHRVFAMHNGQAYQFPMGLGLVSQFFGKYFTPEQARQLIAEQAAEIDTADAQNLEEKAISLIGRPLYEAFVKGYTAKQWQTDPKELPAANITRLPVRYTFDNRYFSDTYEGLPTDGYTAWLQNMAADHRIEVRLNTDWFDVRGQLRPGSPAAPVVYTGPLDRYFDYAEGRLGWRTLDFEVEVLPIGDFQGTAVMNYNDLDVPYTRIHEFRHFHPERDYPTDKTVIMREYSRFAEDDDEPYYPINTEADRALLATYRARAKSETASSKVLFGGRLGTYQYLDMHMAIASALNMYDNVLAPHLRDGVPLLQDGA
# The depositor's hits bear a star.
SMILES,Mtb UGM inh
CCOc1cc(C2/C(=C(/O)c3ccc(OC)cc3)C(=O)C(=O)N2CC2CCCO2)ccc1O (stereo not given),0.7
CCC(C(=O)OCC(=O)Nc1cccc(S(=O)(=O)NC2=NCCCCC2)c1)c1ccccc1 (stereo not given),-2.3
Fc1ccc2[nH]c3c(N4CCN(C5CCCCC5)CC4)ncnc3c2c1,-2.4
O=C(CSCc1ccco1)c1ccc(Cl)s1,0.7
Oc1ccc(N=C/C=C/c2ccc(Br)cc2)cc1-c1nc2ccccc2s1,-1.8
CCOC(=O)Cc1nc2ccccc2o1,-2.0
CCn1c(SCC(=O)NCc2ccco2)nnc1-c1ccncc1,1.3
CC(C)(Oc1ccc(-c2ccco2)cc1)C(=O)O,-0.3
COc1ccc2[nH]c(=O)c(CN(Cc3cccs3)C(=S)Nc3ccccc3)cc2c1,-1.3
COc1ccc2[nH]c(=O)c(-c3nnn(-c4ccc(Cl)c(Cl)c4)n3)cc2c1,-3.2
C/C=C(\C)C(=O)OC1C(C)=C2C(C1OC(=O)CCCCC)C(C)(OC(C)=O)CC(OC(=O)CCC)C1(O)C2OC(=O)C1(C)O (stereo not given),-1.9
CC(C)Nc1ccc(Cl)cc1[N+](=O)[O-],-1.0
Cc1ccc(NCN2C(=O)C3C4CCC(C4)C3C2=O)cc1 (stereo not given),-1.1
Cc1cccc(N2C(=O)NC(=O)/C(=C/c3ccc(-c4ccc(C(=O)O)c(Cl)c4)o3)C2=O)c1,-0.7
Cc1ccc(C(=O)C(NC(=O)c2ccco2)Nc2sc3c(c2C(N)=O)CCCC3)cc1 (stereo not given),1.7
CCn1cc(C(=O)O)c(=O)c2cnc(N3CCN(C(=S)NC(=O)c4ccccc4Cl)CC3)nc21,5.0
CC(C)(C)OC(=O)NCCCC1=CC2=CC(=O)C(C)(OC(=O)C3CCCC3)C(=O)C2=CO1 (stereo not given),-0.8
O=C1C2CCCN2c2ccc(S(=O)(=O)N3CCOCC3)cc2N1Cc1cccc(C(F)(F)F)c1 (stereo not given),-0.2
CCOC(=O)C1(CC2CC2)CCN(Cc2ccc(O)c(Cl)c2)CC1,1.5
O=C(Cc1c[nH]c2ccccc12)Nc1cccc(S(=O)(=O)N2CCCCC2)c1,-3.6
COc1cc([C@@H]2c3cc4c(cc3[C@@H](O)[C@@H](CO)[C@@H]2CO)OCO4)cc(OC)c1O[Si](C)(C)C(C)(C)C,2.7
O=C(NC1CCS(=O)(=O)C1)c1cccnc1 (stereo not given),2.1
NC(=O)C(CC(=O)O)NC(=O)[C@@H]1CCOc2c(I)cc([N+](=O)[O-])cc2C(=O)N[C@@H](CO)C(=O)N[C@@H](Cc2ccc(O)cc2)C(=O)N1 (stereo not given in full),5.5
COC(=O)C1=C[C@@H](C(=O)OC)[C@@H]2C3=C(C(=O)[C@@]2(C)NC(=O)c2ccccc2)[C@H](c2ccccc2)n2c(=O)n(-c4ccccc4)c(=O)n2[C@@H]3C1,-2.8
O=C1N=c2ccc(Br)cc2=C1c1sc(=O)[nH]c1O,5.5
CC(C)=CCc1c(O)c(CC=C(C)C)c2c(c1O)-c1cc(O)c(O)cc1CC2,0.4
N#Cc1c(Cl)nc(SCc2ccccc2)nc1-c1ccccc1,1.8
CC1(C)CC[C@]2(CO)[C@@H](O)C[C@]3(C)C(=CCC4[C@@]5(C)CC[C@H](O)C(C)(C)C5CC[C@]43C)[C@@H]2C1 (stereo not given in full),1.5
CC1=CC(=Nc2c(C)n(C)n(-c3ccccc3)c2=O)C=CC1=O,-1.7
Cc1ccc2c(c1)C1C=CCC1C(C(=O)O)N2 (stereo not given),0.6
O=C(/C=C/c1ccco1)c1ccc(O)cc1,0.5
O=C(O)/C=C/C(=O)Nc1ccc(Oc2ncnc3cc(Cl)ccc23)nc1,-2.3
COc1ccc(CC(=O)NNC(=O)Cc2ccc(OC)cc2)cc1,-1.4
O=C(c1cc(-c2ccccc2)on1)N1CCC2(CC1)OCCO2,0.2
COc1ccc(-c2ccc3oc(-c4ccsc4)c(-c4ccc(Br)nc4)c3c2)cc1,5.3
C#CCOCCOCCOCCNc1nc(N2CCN(C(=O)[C@H](C)n3cc(CCCN=C(N)N)nn3)CC2)nc(N2CCN(C(=O)[C@H](Cc3ccc(O)cc3)n3cc(CCO)nn3)CC2)n1,3.9
CCOC(=O)CC1C(=O)NCCN1c1nc2c(C)cccn2c(=O)c1/C=C1\SC(=S)N(C(C)CC)C1=O (stereo not given),2.1
Cc1nc(NC(=O)c2ccc(Cl)cc2)sc1-c1csc(Nc2cccc(F)c2)n1,2.1
Cc1cc(C)nc(NC(=O)c2ccc3c(c2)OCO3)c1,1.2
ClCC1=Nc2cccc3cccc(c23)N1,-1.1
COC(=O)c1cc2c(=O)n3ccccc3nc2n(Cc2cccnc2)c1=N,-2.6
CCCC(C)NC(=O)c1ccc(-c2ccccc2)cc1 (stereo not given),-0.7
O=C(Cn1c2ccc(F)cc2c2nc3n(c(=O)c21)CCS3)Nc1ccccc1F,-0.4
O=C(O)Cc1cc(C(=O)Nc2ccc(Br)cc2)sc1-c1ccccc1,1.6
Cc1nc2c3ccccc3n(CCN3CCCCC3)c2s1,0.9
Clc1cccc(Cl)c1NC1=NCCN1,-0.6
O=Cc1sc([O-])nc1-[n+]1ccc2ccccc2c1,-3.2
O=C1NN(c2ccc(Cl)c(Cl)c2)C(=O)/C1=C/c1cccc(OC(=O)c2cccs2)c1,-1.3
CCOCC(=O)Nc1cc(C(=O)Nc2ccc(F)cc2)ccc1Cl,0.5
CCOC(=O)c1c(NC(=O)C2=C(C)NC(=S)NC2c2ccc(CC)cc2)sc(C)c1C (stereo not given),2.7
COc1cc(SC#N)ccc1N=Cc1c(C)[nH]n(-c2cccc3ccccc23)c1=O,-0.9
Cc1nn2c(N)csc2nc1=O,4.7
Cc1ccc(S(=O)(=O)CC#CCOC(=O)c2ccc([N+](=O)[O-])cc2)cc1,-2.8
O=C(O)C1CCC(N2C(=O)c3c(Cl)c(Cl)c(Cl)c(Cl)c3C2=O)CC1 (stereo not given),-1.2
Cc1cc(C(=O)CSc2cccc[n+]2[O-])c(C)n1-c1ccc(Br)cc1,1.8
Cc1nn(-c2ccccn2)c2c1C(c1c(F)cccc1Cl)C1=C(N2)c2ccccc2C1=O (stereo not given),-0.4
O=[N+]([O-])c1cc(C(F)(F)F)ccc1N/N=C/c1cc2ccccc2nc1Cl,0.4
Cc1cc(C)n2nc(SCc3cc(=O)oc4cc(C)c(C)cc34)nc2n1,-2.5
COC(=O)c1cc(N2C(=O)C3C(C2=O)C2(C)C=CC3(C)O2)ccc1Cl (stereo not given),-2.9
CCOC(=O)C1=C(C)N=C2SCCC(=O)N2C1c1ccc(OC)cc1 (stereo not given),0.4

# Structures listed so far with a tert-butyl group (2):
SMILES,Mtb UGM inh
CC(C)(C)OC(=O)NCCCC1=CC2=CC(=O)C(C)(OC(=O)C3CCCC3)C(=O)C2=CO1 (stereo not given),-0.8
COc1cc([C@@H]2c3cc4c(cc3[C@@H](O)[C@@H](CO)[C@@H]2CO)OCO4)cc(OC)c1O[Si](C)(C)C(C)(C)C,2.7

# 4 compounds drawn at random from the list so far, as already listed:
SMILES,Mtb UGM inh
CCOC(=O)c1c(NC(=O)C2=C(C)NC(=S)NC2c2ccc(CC)cc2)sc(C)c1C (stereo not given),2.7
O=C(O)C1CCC(N2C(=O)c3c(Cl)c(Cl)c(Cl)c(Cl)c3C2=O)CC1 (stereo not given),-1.2
COc1cc(SC#N)ccc1N=Cc1c(C)[nH]n(-c2cccc3ccccc23)c1=O,-0.9
Cc1nn(-c2ccccn2)c2c1C(c1c(F)cccc1Cl)C1=C(N2)c2ccccc2C1=O (stereo not given),-0.4

# Further entries follow:
SMILES,Mtb UGM inh
Cc1ccc(N=c2c([N+](=O)[O-])nn(-c3ccc4c(c3)OCCO4)n2O)c(Cl)c1,-0.7
Cc1ccc(NC(NC(=O)OCCn2c([N+](=O)[O-])cnc2C)C(Cl)(Cl)Cl)cc1 (stereo not given),6.3
Cc1nnc(SCCn2c(N3CCC(Cc4ccccc4)CC3)nc3c2c(=O)[nH]c(=O)n3C)s1,6.1
CCCNC(=O)OC[C@H]1O[C@H](CCO/N=C/C[C@@H]2C=C[C@H](OC(C)=O)[C@@H](COC(C)=O)O2)C=C[C@@H]1Oc1ccc(OC)cc1,1.7
COc1cc(NC(=O)c2cc(-c3cccnc3)nc3ccc(C)cc23)c(OC)cc1Cl,0.8
C=C1C(O)[C@@H]2O[C@]3(CC[C@H](/C=C/C(C)[C@@H]4CC(C)=CC5(O[C@H](C[C@@](C)(O)C(=O)O)CCC5O)O4)O3)CC[C@H]2O[C@@H]1C(O)CC(C)[C@H]1OC2(CCCCO2)CCC1C (stereo not given in full),-6.6
O=C1NC(=O)[C@@H]2C3c4ccccc4C=CN3[C@H](C(=O)c3cccs3)[C@H]12 (stereo not given in full),1.0
Cn1cnnc1Sc1nc2c(c(=O)n(C)c(=O)n2C)n1C,0.3
CCN(CC)c1ccc2c(c1)CCCN2,0.3
CC(=O)O[C@@H]1[C@@H](O)[C@@H](O)[C@H](Oc2c(-c3ccc(O)cc3)oc3c(CC=C(C)C)c(O)cc(O)c3c2=O)O[C@H]1C,-1.5
N#CCCN/N=C(/Cc1nc2ccccc2[nH]1)c1ccc(Cl)cc1,2.4
CC(C)c1cc(C(C)C)c(S(=O)(=O)N2c3ccccc3[C@@]3(Br)C[C@H]4C(=O)N[C@@H](Cc5ccccc5)C(=O)N4[C@@H]23)c(C(C)C)c1,-4.5
COc1ccc2cc(/C=C/C(=O)c3ccco3)c(Cl)nc2c1,3.2
CCOC(=O)N1CCN(C(=O)CCn2c(=S)[nH]c3cc(OCC)c(OCC)cc3c2=O)CC1,-2.6
CC1CCCCC1NS(=O)(=O)c1ccc(S(=O)(=O)NCc2ccncc2)cc1 (stereo not given),-0.8
CC(=O)Nc1nc2c(c3c1c(=O)oc1ccccc13)CCCCC2,-1.5
Clc1ccc(CO/N=C(\Cn2ccnc2)c2ccc(Cl)cc2Cl)c(Cl)c1,3.2
CN(C)S(=O)(=O)c1ccc(NC(=O)c2ccc3ncsc3c2)cc1,-2.7
O=C(NC1CCCCC1)C(c1cc2c(cc1[N+](=O)[O-])OCO2)N1CCCCC1 (stereo not given),0.7
CS(=O)(=O)c1ccc(S(=O)CC(=O)Oc2ccc(Cl)cc2)c([N+](=O)[O-])c1 (stereo not given),1.5
O=C1CSC(=S)N1N1C(=O)c2cccc([N+](=O)[O-])c2C1=O,6.2
CCC(=S)/C=C1\Sc2ccc3ccccc3c2N1CCCS(=O)(=O)O,-2.0
CCCCc1ccc(-c2nc(NC(=O)C3C4CCC(O4)C3C(=O)O)sc2C)cc1 (stereo not given),0.2
O=c1[nH]c(=S)n(C2CC2)c(O)c1C=NCc1cccnc1,-2.1
COc1ccc(C(=O)C2CCCN(Cc3c(C)[nH]c4ccccc34)C2)c(OC)c1 (stereo not given),0.1
COC(=O)C1=C(C)N(Cc2ccco2)C(=O)N[C@H]1c1cccc(C(F)(F)F)c1,3.9
O=C(CSc1nnc(Cc2cc(=O)[nH]c(=O)[nH]2)n1-c1ccc(Cl)cc1)N1CCc2ccccc21,2.9
Cc1ccccc1[C@]1(C)ON(c2ccccc2C(F)(F)F)C1=O,1.1
N=c1c(-c2nc3ccccc3[nH]2)cc(C(=O)c2cccs2)nn1-c1ccc(Cl)cc1,-0.4
COc1ccc(CC(NC(C)=O)C(=O)NC2CCN(c3c4c(nc5ncnn35)CCC4)CC2)cc1OC (stereo not given),-2.8
C#CCOCCOCCOCCNc1nc(N2CCN(C(=O)CCCCCCCCCCNC(=O)[C@H](CO)n3cc(CCCCCN)nn3)CC2)nc(N2CCN(C(=O)CCCCCCCCCCNC(=O)[C@H](CCCN=C(N)N)n3cc(C[C@@H](C)CC)nn3)CC2)n1,-2.5
COc1ccc(C(=O)NC(=O)COC(=O)c2ccc3ncsc3c2)cc1,-2.7
NC(=O)c1ccc(N=Nc2c(O)[nH]c(=O)[nH]c2=O)cc1,1.1
CN(C)c1nc(N(C)C)nc(N(C#N)CN2C(=O)c3ccccc3C2=O)n1,0.0
C=CCOC(=O)c1[nH]c2c(c1C)C(=O)CC(c1ccco1)C2 (stereo not given),1.0
C#CCOCCOCCOCCNc1nc(N2CCN(C(=O)[C@H]([C@@H](C)CC)n3cc([C@@H](N)CO)nn3)CC2)nc(N2CCN(C(=O)[C@H](Cc3cc4ccccc4[nH]3)n3cc([C@@H](N)C(C)CC)nn3)CC2)n1 (stereo not given in full),0.3
COc1cc2cc(Oc3ccc4ccc(=O)oc4c3)c(=O)oc2cc1OC(=O)C=C(C)C,-2.4
Cc1conc1NC(c1cccs1)c1ccc2cccnc2c1O (stereo not given),0.2
CCSc1nc(N)c2c3c(sc2n1)CN(C)CC3,-1.5
CCN1CCN(C2CC(=O)NC2=O)CC1 (stereo not given),0.0

# Given bar-delimited: part of the list above.
compound | Mtb UGM inh
N=c1c(-c2nc3ccccc3[nH]2)cc(C(=O)c2cccs2)nn1-c1ccc(Cl)cc1 | -0.4
COc1ccc(CC(NC(C)=O)C(=O)NC2CCN(c3c4c(nc5ncnn35)CCC4)CC2)cc1OC (stereo not given) | -2.8
C#CCOCCOCCOCCNc1nc(N2CCN(C(=O)CCCCCCCCCCNC(=O)[C@H](CO)n3cc(CCCCCN)nn3)CC2)nc(N2CCN(C(=O)CCCCCCCCCCNC(=O)[C@H](CCCN=C(N)N)n3cc(C[C@@H](C)CC)nn3)CC2)n1 | -2.5
COc1ccc(C(=O)NC(=O)COC(=O)c2ccc3ncsc3c2)cc1 | -2.7
NC(=O)c1ccc(N=Nc2c(O)[nH]c(=O)[nH]c2=O)cc1 | 1.1
CN(C)c1nc(N(C)C)nc(N(C#N)CN2C(=O)c3ccccc3C2=O)n1 | 0.0

# Next part:
SMILES,Mtb UGM inh
CC(C)c1ccc(/C=C/C(=O)NC2=NCCS2)cc1,0.1
O=C(C1CCC1)N1CCc2cc(S(=O)(=O)N3CCc4ccccc4C3)ccc21,0.5
O=C1Nc2ccc(Br)cc2/C1=C/c1ccc(C(=O)O)cc1,3.4
CCOC(=O)N1CCN(C(=O)c2nn(-c3cc(OC)cc(OC)c3)c(=O)c3ccccc23)CC1,-0.3
C=CC[C@@H]1C=C[C@H](O/N=C/[C@@H](NS(=O)(=O)c2ccc(C)cc2)[C@H](C)/C=C/CC(=O)OC)[C@@H](CO)O1,-1.6
O=C1Nc2ccccc2C12Nc1ccccc1S2 (stereo not given),-2.2
COc1ccc(C(O)c2nc3ccccc3s2)cc1 (stereo not given),0.0

# From PubChem BioAssay

# Not all compounds are listed; the hit share may differ from the screen's.
